High-throughput results as filed in PubChem BioAssay.
BRCA1 expr act – qHTS Assay to Identify Small Molecule Activators of BRCA1 Expression; MCF7-BRCA1-FFLuc reporter, luminescence, 48 h; response scale: scaled: vehicle 0%, 10 µM genistein 100%; Potency, µM (series often up to 46.1 µM), inactives show at the highest dose activation, hits mostly activators; 1.1% of 380,000 active; AID 624202, 2012; further: potency means the concentration at half of the fitted maximal effect; nearly all actives have a fitted effect of over 80% in size; some results filed as inactive show a strong effect at the top dose
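Quantitative HTS in MCF7 cells stably reporting BRCA1 expression via firefly luciferase. Compound treatment lasts 48 h at 37 °C in phenol-red free MEM. Activation is expressed relative to genistein at 10 microM and DMSO.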
RORgamma inh – qHTS for inhibitors of ROR gamma transcriptional activity | 5.4% of 310,000 active | Nuclear receptor ROR-gamma (Mus musculus), P51450 | Drosophila S2 Gal4-RORgamma UAS-luciferase reporter, 20 h | AID 2551, 2010 | Potency, µM (titrated, usually from 53.6 µM), for inactives: at the highest dose activity change, negative = inhibition, usual class: inhibitors; further: potency means the concentration at half of the fitted maximal effect; on the % scale 0 is the no-effect control and ±100 the full control effect; nearly all actives have a fitted effect of over 60% in size
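ROR gamma transcriptional activity was tracked as Gal4-UAS luciferase output in stably transfected Drosophila Schneider cells, with compound added 1 hr before 700 uM copper sulfate induction and a 20 hr ambient-temperature incubation.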
Gal4-VP16 FLuc – VP16 counterscreen qHTS for inhibitors of ROR gamma transcriptional activity | Potency, µM (series often up to 53.6 µM), inactives show top-dose activity, negative = inhibition, most hits filed as inhibitors | 3.5% of 310,000 active | AID 2546, 2010 | Drosophila S2 Gal4-VP16 UAS-luciferase, luminescence, 20 h;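 further: Gal4-VP16 expression switched on by copper sulfate through the metallothionein promoter; potency means the concentration at half of the fitted maximal effect; on the % scale 0 is the no-effect control and ±100 the full control effect; nearly all actives have a fitted effect of over 50% in size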
FLuc counter – qHTS profiling assay for firefly luciferase inhibitor/activator using purifed enzyme and Km concentrations of substrates (counterscreen for miR-21 project); Potency, µM (highest dose often 57.5 µM), inactives show at the highest dose activity change, negative = inhibition, usual class: inhibitors; AID 588342, 2011; 6.9% of 360,000 active; Luciferin 4-monooxygenase (Photinus pyralis), P08659; purified FLuc, Km substrates, luminescence inhibition;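 further: potency means the concentration at half of the fitted maximal effect; plate controls were vehicle for no effect and reference inhibitor for full effect; nearly all actives have a fitted effect of over 55% in size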
Target sequence (P08659 whole entry, looked up): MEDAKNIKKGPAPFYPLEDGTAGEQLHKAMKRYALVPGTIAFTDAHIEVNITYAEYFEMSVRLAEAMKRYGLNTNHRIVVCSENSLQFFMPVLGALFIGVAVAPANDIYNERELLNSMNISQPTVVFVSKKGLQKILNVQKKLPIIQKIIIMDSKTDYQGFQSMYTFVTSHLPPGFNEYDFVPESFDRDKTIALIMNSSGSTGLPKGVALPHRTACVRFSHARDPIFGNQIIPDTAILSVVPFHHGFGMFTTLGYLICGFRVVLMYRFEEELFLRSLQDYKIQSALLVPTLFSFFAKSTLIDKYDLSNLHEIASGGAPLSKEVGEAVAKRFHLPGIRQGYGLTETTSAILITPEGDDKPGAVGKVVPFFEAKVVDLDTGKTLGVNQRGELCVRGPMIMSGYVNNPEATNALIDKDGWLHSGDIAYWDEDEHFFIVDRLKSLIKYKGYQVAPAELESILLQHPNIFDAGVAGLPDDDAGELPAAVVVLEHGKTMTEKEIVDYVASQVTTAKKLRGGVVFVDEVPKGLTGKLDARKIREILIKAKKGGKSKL
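Purified P. pyralis luciferase, 10 nM final, with Km-level 10 uM D-luciferin and 10 uM ATP in 50 mM Tris acetate pH 7.5, 10 mM Mg acetate, 0.01% Tween-20, 0.05% BSA; 6-point qHTS titration about 60 µM downward; luminescence read.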
ELG1 genotoxic – qHTS screen for small molecules that induce genotoxicity in human embryonic kidney (HEK293T) cells expressing luciferase-tagged ELG1 | HEK293T ELG1-luciferase reporter, luminescence, 16 h | Potency, µM (top dose mostly 46 µM), inactives show at the highest dose activity change, positive = activation, most hits filed as activators | 1.3% of 330,000 active | AID 504466, 2011; further: potency means the concentration at half of the fitted maximal effect; % of control where 0% means no effect; nearly all actives have a fitted effect of over 60% in size
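Reporter readout depends on ELG1 protein level, which increases with genetic stress. After 16 hr compound exposure at 37 °C, luciferase activity was quantified using ONE-Glo.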
ELG1 DNA repair – qHTS screen for small molecules that inhibit ELG1-dependent DNA repair in human embryonic kidney (HEK293T) cells expressing luciferase-tagged ELG1; HEK293T ELG1-luciferase reporter, luminescence, 16 h; DNA damage induced by 5-fluorouridine; Potency, µM (highest dose often 46.1 µM), for inactives: top-dose activity change, negative = inhibition, most hits filed as inhibitors; 2.3% of 330,000 active; AID 504467, 2011; further: potency means the concentration at half of the fitted maximal effect; on the % scale 0 is the no-effect control and ±100 the full control effect; nearly all actives have a fitted effect of over 55% in size
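Luminescence from the luciferase reporter, measured 30 min after ONE-Glo reagent at room temperature, was the read-out. Beforehand, 2,000 cells per well were exposed for 16 hr at 37 °C to 5-fluorouridine together with compound or vehicle.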
Tb PFK inh – qHTS Assay to Find Inhibitors of T. brucei phosphofructokinase. T. brucei PFK, ADP-Glo luminescence. Potency, µM (doses to about 57.5 µM), for inactives: at the highest dose activity, negative = inhibition, actives largely listed as inhibitors. 0.17% of 330,000 active. AID 485367, 2010;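 further: potency means the concentration at half of the fitted maximal effect; 0% = uninhibited 1x PFK enzyme wells and -100% = no-enzyme wells; nearly all actives have a fitted effect of over 60% in size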
Target sequence (O15648 whole entry, looked up): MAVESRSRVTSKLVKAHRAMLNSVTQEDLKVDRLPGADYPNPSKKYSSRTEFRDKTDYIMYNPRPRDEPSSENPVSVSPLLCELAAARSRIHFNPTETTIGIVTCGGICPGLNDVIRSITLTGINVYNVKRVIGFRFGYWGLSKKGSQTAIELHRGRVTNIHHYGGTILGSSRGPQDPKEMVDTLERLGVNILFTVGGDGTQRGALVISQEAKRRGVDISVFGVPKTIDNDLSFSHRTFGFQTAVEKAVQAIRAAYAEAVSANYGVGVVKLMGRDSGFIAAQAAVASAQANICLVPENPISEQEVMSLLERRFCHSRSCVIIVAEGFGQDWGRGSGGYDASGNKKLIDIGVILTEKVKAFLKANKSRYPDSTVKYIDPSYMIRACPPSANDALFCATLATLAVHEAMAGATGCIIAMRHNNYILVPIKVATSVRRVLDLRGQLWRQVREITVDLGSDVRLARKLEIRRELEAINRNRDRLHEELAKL
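Activity is normalized to no-enzyme wells (full inhibition) and 1.25 nM enzyme wells (no inhibition). Reaction: 0.5 mM F6P, 0.1 mM ATP, 45 min RT, ADP-Glo luminescence; concentration-response curves fitted and classed by quality.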
TRPV1 ag – HTS Assay for Compounds that Act as Agonists of the Vanilloid Receptor 1; activation, % at 8.33 µM; TRPV1-expressing cells, Fluo-8 calcium influx, agonist mode; 0.19% of 320,000 active; in the data active means activation above about 80%; inconclusive means between about 30% and that limit; further: 0% is about no effect
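TRPV1-expressing cells were cultured overnight at 35.5C and loaded with Fluo-8 calcium dye for 40 to 90 min at room temperature. After a 10 s baseline, compound was added and calcium influx was read kinetically for 3 min (ex 480/em 520 nm).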
NPC1 promoter act – qHTS Assay for NPC1 Promoter Activators | Huh7 NPC1 promoter luciferase reporter, 24 h | Potency, µM (top dose mostly 9.22 µM), for inactives: at the highest dose activation, usual class: activators | 2.4% of 320,000 active;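 further: potency means the concentration at half of the fitted maximal effect; % of control where 0% means no effect; nearly all actives have a fitted effect of over 60% in size; reporter is driven by a mutant NPC1 promoter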
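NPC1 promoter–luciferase Huh7 cells; 24 h compound; luminescence.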
Rab9 promoter act – qHTS Assay for Rab9 Promoter Activators; Potency, µM (series often up to 9.22 µM), for the others: top-dose activation, negative = inhibition, most hits filed as activators; Huh7 Rab9 promoter-luciferase reporter, luminescence, 24 h; 2.8% of 320,000 active; further: potency means the concentration at half of the fitted maximal effect; % of control where 0% means no effect; nearly all actives have a fitted effect of over 60% in size
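Cell-based reporter: Huh7 stable for Rab9 promoter-driven luciferase, plated in reduced-serum medium with 10% FBS at 1500 cells/well, compound-treated 24 h at 37 °C, luminescence read after 10 min reagent.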
p53 reactivation – qHTS assay for re-activators of p53 using a Luc reporter; H1299 p53-A138V BP100-luciferase reporter, luminescence, 24 h; Potency, µM (top dose mostly 92.2 µM), for inactives: top-dose activity change, positive = activation, most hits filed as activators; 0.063% of 320,000 active; AID 504706, 2011; further: potency means the concentration at half of the fitted maximal effect; % of control where 0% means no effect; nearly all actives have a fitted effect of over 45% in size
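p53-null H1299 cells stably carrying temperature-sensitive p53-A138V and a BP100-luciferase reporter were pinned with compounds (4-point, 1:5 series) and held 24 hrs at 37 deg C. Luminescence was read 10 min after detection reagent.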
Numbers without * were called inactive; ? = inconclusive; . = no result given; & = joins results of further samples; [ ] = dose if it differs, or a comment. Unless noted, the call rests on the fitted dose curve; in most records, active means well fitted curve in the direction sought with a large enough effect; inconclusive means small, poorly fitted or top-dose-only effect, or another doubt; inactive means no such curve, though single readings can be large; an effect the other way counts as inactive or inconclusive.

SMILES	BRCA1 expr act	RORgamma inh	Gal4-VP16 FLuc	FLuc counter	ELG1 genotoxic	ELG1 DNA repair	Tb PFK inh	TRPV1 ag	NPC1 promoter act	Rab9 promoter act	p53 reactivation
CC(=O)c1ccc(N2CCN(C(=O)c3ccc4c(c3)OCO4)CC2)cc1	17%	?	1%	0%	-2%	0%	-11%	-2	2%	0%	3%
CC(=O)N1CCn2c3ccc(C)cc3c3cccc1c32	-36%	13%	23%	?	?	?	-2%	1	4%	13%	5%
Cc1cccc(C(=O)Nc2ccc(C(=O)N/N=C/c3cccc(C)n3)cc2)c1	-23%	2%	-6%	?	-9%	?	-9%	0	-1%	3%	-2%
CCN1CCN(c2ccc(S(=O)(=O)N3CCOCC3)cc2NC(=O)COc2ccc(F)cc2Cl)CC1	-30%	45%	-2%	5%	-8%	-40%	-1%	7	1%	-2%	22%
COc1ccc(-c2c(C#Cc3ccccc3)c3ccccc3n2C)cc1	-8%	38%	?	12µM*	17%	?	-4%	0	19%	27%	17%
O=C(CCc1ccccc1)Nc1ccc(F)c([N+](=O)[O-])c1	-3%	?	-1%	-2%	-4%	-6%	-22%	?	-2%	-7%	9%
O=C(COc1ccc(Br)cc1)NCCCNC(=O)c1ccncc1	2%	21%	0%	3%	4%	13%	-6%	1	-3%	0%	8%
Cc1ccc(S(=O)(=O)N2CCOC2CNC(=O)C(=O)NCC(C)C)cc1 (centres undefined)	-3%	36%	2%	-1%	-2%	-4%	6%	-2	0%	-1%	-2%
CCn1c(=N)n(CC(O)COc2cccc(C)c2)c2ccccc21 (centres undefined)	-44%	34%	-12%	0%	-4%	?	-15%	0	-11%	-18%	2%
CCC(=O)Nc1cccc(C(=O)OC)c1	-11%	10%	-6%	1%	0%	1%	-2%	5	-2%	-2%	0%
Cc1cc(C)n(S(=O)(=O)c2cc(Cl)ccc2Cl)n1	1%	-8%	-2%	0%	-3%	-14%	-6%	11	0%	-3%	-15%
O=C(N1CCCC1)C(F)(F)Oc1ccc(F)cc1	23%	-6%	-11%	3%	5%	5%	-1%	?	1%	-5%	17%
CC(OC(=O)c1cc(S(=O)(=O)N(C)c2ccccc2)ccc1Cl)C(=O)Nc1ccc2c(c1)OCCO2 (centres undefined)	-18%	33%	-1%	8%	-1%	?	-4%	?	0%	1%	-11%
CCCCN(CCCC)CCNC(=O)CN1C(=O)CSc2ccc(S(=O)(=O)N3CCOCC3)cc21	0%	0%	5%	-2%&-2%	-1%	5%	2%	-1	-2%	0%	0%
CC(C)Oc1ccc(/C=C(/NC(=O)c2ccccc2)C(=O)NCCC(=O)O)cc1	-16%	11µM*	-17%	-7%	-4%	?	0%	7	-9%	-3%	-6%

Part of the list above, reduced to p53 reactivation, Tb PFK inh and RORgamma inh:
canonical_smiles	p53 reactivation	Tb PFK inh	RORgamma inh
O=C(CCc1ccccc1)Nc1ccc(F)c([N+](=O)[O-])c1	9%	-22%	?
O=C(COc1ccc(Br)cc1)NCCCNC(=O)c1ccncc1	8%	-6%	21%

Next section.
SMILES	BRCA1 expr act	RORgamma inh	Gal4-VP16 FLuc	FLuc counter	ELG1 genotoxic	ELG1 DNA repair	Tb PFK inh	TRPV1 ag	NPC1 promoter act	Rab9 promoter act	p53 reactivation
CCc1nnc(NC(=O)c2cc(-c3ccccn3)nc3ccccc23)s1	-18%	-30%	13%	?	0%	5%	1%	-5	2%	?	-3%
Cc1ccc(CN2CCC(N3CCC(C(=O)NCC4CCCO4)CC3)CC2)o1 (centres undefined)	-3%	25%	-5%	-2%	-3%	15%	0%	-2	3%	-2%	0%
COC(=O)c1sc(NC(=S)NC(=O)c2ccccc2C)nc1C	62%	6.3µM*	16µM*	?	?	?	4%	7	?	?	5%
N#Cc1ccc(C(=O)NCC2CCCCC2)cc1	42%	21%	-7%	4%	7%	25%	-10%	?	-2%	-2%	5%
O=C(NCCOc1ccccc1)c1ccccc1SCC(=O)N1CCCC1	-12%	.	.	-1%	0%	3%	4%	1	1%	-6%	-12%
CCOC(=O)c1[nH]cnc1C(=O)Nc1ccccc1OC	-23%	2%	-11%	-4%	2%	4%	3%	-2	1%	-4%	1%
Cn1c(=O)c2c(nc(SCC(=O)O)n2Cc2cccc(C(F)(F)F)c2)n(C)c1=O	-1%	-19%[0.365 µM]	.	-2%	-3%	-5%	-18%	2	-8%	2%	5%
C/C(CC(=O)Nc1ccc2c(c1)OCCO2)=N\NC(=O)c1ccc([N+](=O)[O-])cc1Cl	10%	?	0%	-1%	0%	?	-1%	5	8%	29%	10%
COCCN(CC(=O)Nc1cccc(C)c1)S(=O)(=O)c1ccc(S(=O)(=O)N2CCCC2)cc1	-2%	-15%	-15%	5%	0%	0%	1%	6	-6%	-2%	1%
CCCSc1cc(NCCOC(=O)CCC)c([N+](=O)[O-])c2nonc12	-5%	?	?	3%	2%	6%	0%	1	-3%	0%	-38%[inhibitor]
COc1cc(C(=O)Nc2ccc3oc(-c4cccnc4)nc3c2)cc(OC)c1OC	-28%&-7%	-14%	1%	3%	-7%&-9%	23µM*	4%	2	-2%	-2%	-1%
O=S(=O)(/N=C(\Sc1ccc(Cl)cc1)c1ccccc1)c1ccccc1	-4%	-40%	-2%	?	-4%	-26%	-16%	2	-3%	-7%	8%
CCCc1nc2ccccc2c(=O)n1NC(=O)c1c(O)c2ccccc2[nH]c1=O	-6%	1%	-3%	-1%	4%	?	-2%	-2	0%	0%	2%
O=C(COc1cccc(NC(=O)c2ccco2)c1)c1ccccc1	20%	2%	-2%	17µM*	0%	?	2%	?	7%	10%	?
CC1CCN(c2c(NCc3ccc(C(=O)NCc4cccnc4)cc3)c(=O)c2=O)CC1	-6%	-18%	-8%	-1%	-1%	0%	4%	15	-3%	-2%	0%
Cc1ccc2c(CC(=O)OC(C)C(=O)NCc3ccc4c(c3)OCO4)coc2c1 (centres undefined)	7%	19%	-2%	3%	1%	3%	-2%	21	-5%	8%	-2%
Cc1cc(C(=O)Nc2cccnc2Cl)on1	13%	31%	2%	0%	7%	?	-1%	2	-4%	1%	-2%
O=C(COC(=O)/C=C/c1cccs1)NC1CCCCC1	20%	22%	8%	0%	6%	-1%	3%	1	2%	-7%	14%
CCCCOC(=O)Nc1cc(Cl)ccc1C	1%	5%	2%	-17%	4%	?	-5%	-2	6%	2%	-4%
CN(C)S(=O)(=O)N1CCC(Oc2cccc(C(=O)NCCCC3CCCC3)c2)CC1	-21%	?	?	17µM*	-15%	-16%	-4%	13	-2%	20%	14%
CC(C)Cc1nnc(NC(=O)CN2C(=O)NC3(CC(C)CC(C)(C)C3)C2=O)s1 (centres undefined)	-19%	.	.	0%	-2%	0%	0%	-1	-3%	-4%	-5%
O=C(c1cc(F)ccc1F)C1CCCN(C(=O)CCN2CCCCO2)C1 (centres undefined)	-4%	30%	3%	-7%	3%	21%	1%	13	-3%	-17%	8%
COc1cccc(NC(=O)CN(C)C(=O)c2ccc(N3CCCCC3)c([N+](=O)[O-])c2)c1	-5%	.	.	-8%	1%	-4%	28%	27	3%	-3%	6%
COc1ccc2cc(-c3nc4ccccc4n3C)c(=O)oc2c1	?	-35%	15%	5.4µM*	?	?	6%	2	2µM*	1.3µM*	?
O=C(N/N=C/c1cn(-c2ccccc2)nc1-c1cc2ccccc2o1)c1ccccc1Br	?	?	5µM*	15µM*	?	?	6%	17	3.2µM*	?	.
Cn1c(=O)cc(Nc2ccccc2)[nH]c1=O	1%	-25%[1.91 µM]	-1%	2%	-2%	-10%	0%	-2	-6%	-3%	.
O=C1CC(N2CCN(C/C=C/c3ccccc3)CC2)C(=O)N1CCc1ccccc1 (centres undefined)	-66%	33%	-1%	1%	-12%	?	1%	-2	-6%	-17%	13%
Cc1cccc2c1N(C(=O)CN1C(=O)c3ccccc3C1=O)C(C)(C)c1ssc(=S)c1-2	-20%	-9%	-11%	0%	-1%	2%	-9%	-6	2%	0%	-3%
O=c1oc(-c2cccs2)nc2sc3c(c12)CCCCC3	10µM*	7%	-7%	1.2µM*	1%	?	-2%	2	?	?	?
